14-3-3g Raf: alters human 14-3-3 gamma binding to Raf peptide | P61981 | FP, 14-3-3gamma / TMR-pS259-Raf peptide binding | inhibition, % at 40 µM | actives 0.19% (n = 160,000); in the data active = inhibition above about 30%;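 note: 0% = protein plus tracer without compound and 100% = blank with tracer alone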
Target sequence (P61981 whole entry, looked up): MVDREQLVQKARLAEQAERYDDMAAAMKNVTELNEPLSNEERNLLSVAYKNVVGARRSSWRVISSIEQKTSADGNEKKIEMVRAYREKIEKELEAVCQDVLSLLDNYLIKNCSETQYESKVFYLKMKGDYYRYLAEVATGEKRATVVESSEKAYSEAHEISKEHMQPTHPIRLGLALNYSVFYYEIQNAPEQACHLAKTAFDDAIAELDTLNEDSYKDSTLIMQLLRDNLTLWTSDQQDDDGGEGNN
Numbers without * were called inactive. Not all compounds are listed (hit frequency here may not be typical).

SMILES	14-3-3g Raf
FC(F)(F)c1nc2ccccc2nc1-c1cccc(Cl)c1	-8
Cc1ccc(-c2cc(-c3ccccc3)c(C#N)c(SCS(C)=O)n2)cc1 (stereo not given)	-10
COc1ccc(N=Cc2cc(Cl)cc([N+](=O)[O-])c2O)cc1OC	1
Cc1noc(NS(=O)(=O)c2ccc(NC(=O)CS(=O)(=O)c3ccccc3)cc2)c1C	-3
COc1ccc(CNC(=O)C2CCN(S(=O)(=O)c3ccc(F)cc3)CC2)cc1	3
COc1ccc(N2CC(C)Cn3c2nc2c3c(=O)n(Cc3ccccc3F)c(=O)n2C)c(OC)c1 (stereo not given)	-5
CC(C)C[C@H](NC(=O)C1OC1C(=O)O)C(=O)NCCCCN=C(N)N (stereo not given in full)	4
O=C(Nn1c(Cc2cccs2)nc2ccccc2c1=O)c1cccs1	-7
COC(=O)c1ccc(NC(=O)c2ccccc2N(C)S(C)(=O)=O)cc1	-2
Oc1ccc(Cl)cc1C1CC(c2ccc3c(c2)OCO3)=NC(c2ccc(Cl)cc2)N1 (stereo not given)	-10
COc1ccccc1Cn1c(=O)c2ccccc2n2c(SCC(=O)N3CCCCC3)nnc12	0
CCOC(=O)C1CCN(C(=O)c2c(-c3c(Cl)cccc3Cl)noc2C)CC1	-11
CCCCN(CC)CCNC(=O)CN(C)S(=O)(=O)c1ccc2c(c1)c(=O)n(C)c(=O)n2C	1
CCOCCCNC(=O)N[C@@H](C)C(=O)OC	-5
COc1ccc(-c2nc3ccc(Cl)cc3c(=O)o2)cc1[N+](=O)[O-]	4
COc1cc(C(=O)Nc2nnc(-c3sccc3C)s2)cc(OC)c1OC	-4
C=CCn1c(SCc2ccc(C#N)cc2)nnc1-c1cccc(OC)c1	-6
CCCCC(NC(=O)c1ccc(Cl)cc1)C(=O)O (stereo not given)	-3
CC(O)C12c3ccccc3C(c3ccccc31)C1C(=O)N(c3cccc(Br)c3)C(=O)C12 (stereo not given)	-40
CC(C)(C)c1ccc(NC(=O)c2ccc(Br)cc2)c([N+](=O)[O-])c1	11
CC1CC(C)CN(CCCNC(=O)c2ccc(NC(=O)C3CCCO3)cc2)C1 (stereo not given)	5
CCOC(=O)N1CCC(Nc2nc3ccccc3nc2NS(=O)(=O)c2ccc(Cl)cc2)CC1	-8
CCOC(=O)C1=C(C)Nc2nc3ccccc3n2C1c1ccc(Cl)cc1 (stereo not given)	-6
Cc1cc(C(F)(F)F)nn1CC(=O)N1CCCC1	11
Cc1ccc(C2c3c(oc4ccccc4c3=O)C(=O)N2c2nnc(C(C)C)s2)o1 (stereo not given)	-3
CCC(Sc1nc(C)cc(C)n1)C(=O)Nc1ccc(S(N)(=O)=O)cc1 (stereo not given)	-3
O=C(O)C1CCCN(c2ccc(C(F)(F)F)cc2[N+](=O)[O-])C1 (stereo not given)	-11
CCN(CC(=O)O)S(=O)(=O)c1cc(Cl)ccc1Cl	-4
CC(NC(=O)C1CCC(=O)N1Cc1ccccc1Cl)c1ccc2c(c1)OCCO2 (stereo not given)	-1
COc1ccc(C2N(S(=O)(=O)c3ccccc3)CCN2S(=O)(=O)c2ccc(C)cc2)cc1 (stereo not given)	-17
O=C(c1ccc([N+](=O)[O-])cc1)N1CCN(S(=O)(=O)c2ccc(F)cc2)CC1	-3
COc1ccc(NC2CC(=O)NC2=O)cc1 (stereo not given)	-2
Cc1c(C(=O)NCc2ccco2)oc2ccc(S(=O)(=O)N3CCOCC3)cc12	-1
COc1cc(OC)cc(C(=O)Nc2cc(-c3nc4ccccc4s3)ccc2C)c1	-12
CCC(C)NC(=O)C1c2ccccc2C(=O)N1Cc1cc(Br)ccc1OC (stereo not given)	-10
CCC1CCCCN1CCCNC(=O)c1cc2cc3ccc(C)cc3nc2o1 (stereo not given)	5
COc1cccc(=O)c2c(C)n(C)c(C)c12	-6
Cc1nc2nc(SCC(=O)NCC3COc4ccccc4O3)nn2c(C)c1Cc1ccccc1Cl (stereo not given)	-48
O=C(C1CCCN(Cc2cccnc2)C1)N1CCCCCC1 (stereo not given)	-4
NC(=O)C1CCN(C(c2ccccc2Cl)c2nnnn2Cc2ccc3c(c2)OCO3)CC1 (stereo not given)	5
CCOC(=O)c1c(C)c(C(=O)NCc2cccs2)c(C)n1C	-1
CCN(CC)c1ccc(C2Nc3ccccc3NC3=C2C(=O)CC(c2ccc(F)cc2)C3)cc1 (stereo not given)	-8
CCOC(=O)c1[nH]nc2c1C(=O)N(CC)C2=O	0
Cc1cccn2cc(-c3cccc(NC(=O)C(C)C)c3)nc12	-6
CC(=O)c1c(C)[nH]c2ccc(O)cc12	2
O=C(CCn1c(=S)oc2ccccc21)NCc1ccc2c(c1)OCO2	-6
O=C(CSc1nnc(COc2ccccc2)o1)NCCc1ccccc1	0
CCOc1ccc(Sc2cc(C(=O)NC(C)C)c3ccccc3n2)cc1	-3
Cc1ccc(-c2ccc(=O)n(CCC(=O)N3CCN(Cc4ccccc4)CC3)n2)cc1	-18
CCOc1ccccc1NC(=O)CSc1nc2cccnc2n1C	-2
O=C(Nc1cc(Br)ccc1O)c1cc(-c2cccs2)on1	-134
O=C(NCCN1C(=O)C2C3C=CC(C3)C2C1=O)Nc1ccccn1 (stereo not given)	-1
O=C(CN1CCC(n2nnc3cc(F)ccc32)CC1)Nc1ccc2c(c1)CCC2	4
O=C(c1ccccc1Cl)N1CCN(c2ccc([N+](=O)[O-])c(NC3CC3)c2)CC1	3
CC1CCCN(C2CCN(C(=O)c3cccc(Cl)c3)CC2)C1 (stereo not given)	-69
COc1ccc(/C(O)=C2\C(=O)C(=O)N(Cc3cccnc3)C2c2ccc(OC)c(OC)c2)cc1 (stereo not given)	9
N#Cc1c(NC(=O)CSCC(=O)O)sc2c1CCCC2	-7
O=C(O)COc1ccc2c3c(c(=O)oc2c1)CCCC3	2
CSc1cccc(NC(=O)C2CCCN(S(=O)(=O)c3ccc(F)cc3)C2)c1 (stereo not given)	-5
CCCN1CCN(C(=O)c2ccc(CNS(=O)(=O)c3ccc(C)cc3)cc2)CC1	-25

Molecules above that contain bromine (four):
SMILES	14-3-3g Raf
CC(O)C12c3ccccc3C(c3ccccc31)C1C(=O)N(c3cccc(Br)c3)C(=O)C12 (stereo not given)	-40
CC(C)(C)c1ccc(NC(=O)c2ccc(Br)cc2)c([N+](=O)[O-])c1	11
CCC(C)NC(=O)C1c2ccccc2C(=O)N1Cc1cc(Br)ccc1OC (stereo not given)	-10
O=C(Nc1cc(Br)ccc1O)c1cc(-c2cccs2)on1	-134

Other compounds:
SMILES	14-3-3g Raf
CCN1CCN(C(=O)CN(C)S(=O)(=O)c2ccc(OC)cc2)CC1	-8
CCCCOc1ccc(C(=O)Nc2ccc(N3CCOCC3)c(Cl)c2)cc1	-4
O=C1c2cccc3c(N4CCOCC4)ccc(c23)C(=O)N1CCO	4
CCC(=O)Nc1cccc(NC(=O)c2ccc3c(c2)OCO3)c1	-5
Nc1c(N2CCCCC2)c(=O)[nH]c(=O)n1-c1ccccc1	-7
Cc1ccc(CSC2=NCCN2C(=O)c2ccc3c(c2)OCO3)cc1	-2
COc1ccc(CNC(=O)CSc2nc3ccc(C)cc3[nH]2)cc1	-13
Cc1cccc(-n2c(CCN3C(=O)c4ccccc4C3=O)nc3ccccc3c2=O)n1	-8
COC(=O)C1C(=O)C2=C(CC1C)NC(C)=C(C(=O)OC(C)C)C2c1cc(OC)ccc1OC (stereo not given)	3
COC(=O)C1=CN(Cc2cccs2)C=C(C(=O)OC)C1c1cccc(OC)c1	-24
CCOCCOC(=O)C1=C(C)NC2=C(C(=O)CC(c3cccs3)C2)C1c1ccccc1Cl (stereo not given)	-10
O=C(NCCN=C1NS(=O)(=O)c2ccccc21)c1ccc(S(=O)(=O)N2CCOCC2)cc1	-3
COc1ccc(C2OCC3(CO)C(C)C=C(C)C2C3C)cc1 (stereo not given)	0
CCOC(=O)/C=c1\s/c(=C\c2ccccc2OC)c(=O)n1CC(=O)N1CCOCC1	-2
CCC(=O)N1C(=O)NC(C)=C(C(=O)OC)C1c1ccccc1 (stereo not given)	-7
CC(=O)Nc1cc(C(=O)NCc2ccc3c(c2)OCO3)ccc1S(=O)(=O)c1ccc(Cl)cc1	-6
O=C(NC1CCCCC1)C(c1ccc(Cl)cc1)N1CCCC1 (stereo not given)	5
Cc1cc(C)n(-c2ccc(C(=O)NC3=NCCS3)cc2)n1	0
CCCCOc1ccc(Cl)cc1CSc1nnc(CC)n1N	4
O=C(CSCc1ccccc1Cl)NC1CCCCC1	-10
CCOc1ccc2c(C)cc(=O)oc2c1C	-2
CCCn1cnc2sc(C(=O)Nc3c(C)cc(Br)cc3C)c(C)c2c1=O	15
COC(=O)c1ccc(NC(=O)CSc2nc3ccc(N4C(=O)c5cccc([N+](=O)[O-])c5C4=O)cc3s2)cc1	-32
Cc1ccc(-n2nc3c(c2NC(=O)c2ccc4c(c2)OCO4)CS(=O)(=O)C3)c(C)c1	1
CC1(C)CC(=O)C2=C(C1)Nc1ccccc1N(C(=O)C1CC1)C2c1cccs1 (stereo not given)	0
COc1ccccc1NC(=O)c1cc(S(=O)(=O)N2CCC3(CC2)OCCO3)ccc1F	1
O=C(Nc1ccc(Cc2ccncc2)cc1)c1ccccc1Br	0
O=C1C2ON(c3ccccc3)C(c3ccco3)C2C(=O)N1c1ccc(N2CCOCC2)cc1 (stereo not given)	-3
Cc1ccc(Cl)cc1N1CCN(C(=O)CSc2cc(=O)n(C)c3ccccc23)CC1	2
Cc1sc2c(c1C)c(=O)n(CCc1ccccc1)c(=O)n2Cc1ccccc1	-2
CC(=O)Oc1ccc(C2C(C(=O)OC(C)C)=C(C)NC3=C2C(=O)CC(c2cccs2)C3)cc1 (stereo not given)	-32
O=S1(=O)N=C2CCCCCN2C(c2ccncc2)N1 (stereo not given)	4
Nc1c(C(=O)Nc2ccc(Br)cc2)sc2nc3c(c(-c4ccco4)c12)CCC3	-40
CCCN(C(=O)c1cc2c(=O)n3ccccc3nc2s1)c1ccc(C(C)C)cc1	-111
Cc1ccc(NC(=O)C2CC(=O)N(C)C(=Nc3cccc(C(F)(F)F)c3)S2)cc1Cl (stereo not given)	2
COc1ccc(Cl)cc1N(C)C(=O)c1cc2cc3ccc(C)cc3nc2s1	-4
FC(F)(F)c1ccccc1CN1CCN(Cc2ccccc2Br)CC1	-3
CCc1ccc(CNC(=O)C2CCN(c3nc4ccccc4o3)CC2)cc1	0
O=C(C1CC1)N1CCc2cc(Br)cc(S(=O)(=O)NC3CCCC3)c21	-5
CCOc1ccc2c(c1)C(C)CC(C)(C)N2C(=O)Nc1ccc(Cl)cc1 (stereo not given)	1
CCN(CC)c1ccc(N2C(C(C)=O)=NN(c3ccccc3)C2c2cccs2)cc1 (stereo not given)	-10
N#CC(C(=O)CCN1C(=O)C2CC=CCC2C1=O)c1nc2ccccc2[nH]1 (stereo not given)	-23
CC1=CC(=C2C(=O)c3ccccc3C2=O)C=C(C)O1	-16
CCc1cc2c(=O)c(-c3ccc4c(c3)OCO4)coc2cc1OC	-3
Cc1nc2sc(C(c3cccc(F)c3)N3CCC(O)CC3)c(O)n2n1 (stereo not given)	0
O=C(Nc1ccc2nn(-c3cccc(Cl)c3)nc2c1)c1cc([N+](=O)[O-])ccc1Br	-104
C=CCc1c(Cl)nc(C)nc1NCCO	3
CCc1ccc(C2NC(=O)NC(C)=C2C(=O)OC(C)CC)cc1 (stereo not given)	-5
CCOc1ccccc1NC(=O)Cn1cnc2c(cnn2-c2ccc(C)c(C)c2)c1=O	3
CC(=O)Nc1ccc(N2C(=O)CC(N3CCN(C)CC3)C2=O)cc1 (stereo not given)	-7
O=C(Nc1ccn(Cc2ccc(Cl)cc2)n1)c1ccc2c(c1)OCO2	-2
CC1CCc2c(sc(N)c2C(N)=O)C1 (stereo not given)	-6
COC(=O)CS(=O)(=O)c1ccc2c(c1)CC(=O)N2	-3
Cc1cc(Oc2ccccc2)nc(NCc2ccccc2)n1	4
COc1ccccc1C1N=C(c2ccc3c(c2)OCO3)CC(c2cc(Cl)ccc2O)N1 (stereo not given)	-7
CNC(=O)CC(C(=O)O)c1ccc(OC(C)C)cc1 (stereo not given)	-6
O=C(Nc1ccc2nn(-c3ccccc3)nc2c1)c1cccs1	3
COc1cc(-n2c(C)nc3cc(C(=O)NC4CCCC4)ccc32)cc(OC)c1OC	-30
Cn1c(=O)n(C)c2ccccc21	-23
Cc1cc(C)n2nc(SCc3cc(=O)n4ccccc4n3)nc2n1	-3

Next section:
SMILES	14-3-3g Raf
CC(O)/C=C/c1cccc[n+]1C (stereo not given)	-6
C=CCNC(=O)c1oc2ccc(S(=O)(=O)N3CCCCC3)cc2c1C	-8
COc1ccc(-c2cn3ccccc3n2)cc1OC	-3
C=CCNC(=O)CN1CCC(O)(c2ccc(F)cc2)CC1	-7
O=P(COCCO)(c1ccccc1)c1ccccc1	2

In the list so far, 14 contain fluorine.
SMILES	14-3-3g Raf
FC(F)(F)c1nc2ccccc2nc1-c1cccc(Cl)c1	-8
COc1ccc(CNC(=O)C2CCN(S(=O)(=O)c3ccc(F)cc3)CC2)cc1	3
COc1ccc(N2CC(C)Cn3c2nc2c3c(=O)n(Cc3ccccc3F)c(=O)n2C)c(OC)c1 (stereo not given)	-5
Cc1cc(C(F)(F)F)nn1CC(=O)N1CCCC1	11
O=C(O)C1CCCN(c2ccc(C(F)(F)F)cc2[N+](=O)[O-])C1 (stereo not given)	-11
O=C(c1ccc([N+](=O)[O-])cc1)N1CCN(S(=O)(=O)c2ccc(F)cc2)CC1	-3
CCN(CC)c1ccc(C2Nc3ccccc3NC3=C2C(=O)CC(c2ccc(F)cc2)C3)cc1 (stereo not given)	-8
O=C(CN1CCC(n2nnc3cc(F)ccc32)CC1)Nc1ccc2c(c1)CCC2	4
CSc1cccc(NC(=O)C2CCCN(S(=O)(=O)c3ccc(F)cc3)C2)c1 (stereo not given)	-5
COc1ccccc1NC(=O)c1cc(S(=O)(=O)N2CCC3(CC2)OCCO3)ccc1F	1
Cc1ccc(NC(=O)C2CC(=O)N(C)C(=Nc3cccc(C(F)(F)F)c3)S2)cc1Cl (stereo not given)	2
FC(F)(F)c1ccccc1CN1CCN(Cc2ccccc2Br)CC1	-3
Cc1nc2sc(C(c3cccc(F)c3)N3CCC(O)CC3)c(O)n2n1 (stereo not given)	0
C=CCNC(=O)CN1CCC(O)(c2ccc(F)cc2)CC1	-7

Source: PubChem (Emory University Molecular Libraries Screening Center)
